Screening results as filed in PubChem.
Pf Dd2 growth: blocks in vitro growth of P. falciparum Dd2. P. falciparum Dd2 growth, SYBR Green, 72 h. Potency, µM (titrated, usually from 28.9 µM), for inactives: at the highest dose activity, negative = inhibition, actives largely listed as inhibitors. 4.3% of 120,000 active; active = well fitted inhibition curve with a large enough effect; inconclusive = small, poorly fitted or top-dose-only effect; inactive = no such curve, though single readings can be large or run the other way;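 note: plate controls were DMSO vehicle for no effect and reference drug for full effect; nearly all actives have a fitted effect of over 65% in size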
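Infected erythrocytes (Dd2, 0.3% parasitemia, 2.5% hematocrit final) are added to compound in RPMI-1640/Albumax II medium, grown 72 h at 37C in low oxygen, then lysed with saponin/Triton-X containing SYBR Green and read by fluorescence.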
* marks the source's active call; other numbers are inactive results; i = inactive; ? = inconclusive; [ ] = dose if it differs, or a comment. Potency is the fitted concentration of half-maximal effect.

SMILES	Pf Dd2 growth
O=C(Nc1sc2c(c1C(=O)Nc1cccc(Cl)c1)CCCC2)c1cccs1	26%
CCCCN(C)C(=O)Cn1nc(C)c2sc(-c3ccccc3)nc2c1=O	-35%
COCC(=O)N[C@H]1C[C@@H](Cc2cc(CN(C)C)on2)C1(C)C	?
Cc1c(Cl)cccc1-n1c(CCC(=O)O)ccc1-c1cccs1	9%
CC(C)OC(=O)NN(C(=O)OC(C)C)[C@@H]1C=C(C(=O)N[C@H](C)C(N)=O)C[C@@H](O)[C@H]1O	-5%[44.1 µM]
O=C(O)c1ccc(-c2ncc3cnc(C4=CCOCC4)cn23)cc1	-18%[44.1 µM]
CC(CNC(=O)Cn1ncc2c3ccccc3n(Cc3cccc(Cl)c3)c2c1=O)c1ccccc1 (stereo not drawn)	?
COc1cc(NC(=O)c2nc3ccccc3nc2C)cc(OC)c1OC	i
Cc1cc(C)n2c(Nc3ccc(Cl)cc3)c(-c3ccsc3)nc2n1	i
COc1ccc(CNC(=O)CCNS(=O)(=O)c2cccc3nsnc23)cc1	14%
CN(C)S(=O)(=O)c1ccc(C(=O)Nc2ccc(-n3nncc3-c3ccccc3)cc2)cc1	26%
Cc1ccccc1CN1C(=O)C(O)(c2c[nH]c3ccccc23)c2cc(Cl)ccc21 (stereo not drawn)	?
CCOc1ccc(-n2ccnc2SCC(=O)Nc2nc3ccc(C)cc3s2)cc1	52%[activator]
CC[C@H]1CN(S(=O)(=O)c2c(C)noc2C)CC[C@H]1CC(=O)NCc1cccc2ccccc12	?
CC(C)(C)CCN1CCCC(COc2ccccc2C(=O)NC2CC2)C1 (stereo not drawn)	i
Cc1ccc(-n2ncc3c(N4CCCCC4)ncnc32)cc1Cl	13%
CCc1nc(C)ccc1OCC(=O)N1Cc2[nH]cnc2CC1C(=O)O (stereo not drawn)	-5%
COc1ccc2c(c1)C1(CCN(S(=O)(=O)c3ccc4c(c3)CC(=O)N4C)C1)C(=O)N2C (stereo not drawn)	2.5µM*
Cc1cc(C)cc(N2C(=O)CSC23C(=O)N(CC(=O)NCCc2ccccc2)c2ccccc23)c1 (stereo not drawn)	?
O=C(c1cc[n+]([O-])cc1)N1CCCC(CO)(CCCc2ccccc2)C1 (stereo not drawn)	-10%
CNc1ccc(OC2CCNCC2)nc1	18%
O=C(OCC1CCCO1)c1ccc2c(c1)N(Cc1ccccc1Cl)C(=O)c1ccccc1S2(=O)=O (stereo not drawn)	8.9µM*
Cc1cccc(N(C)C(=O)Cn2c(=O)n(-c3cccc(C)c3)c(=O)c3c2cc(C)n3C)c1	i
COCC(=O)N1CCC(C(=O)NCc2cc(-c3cccc(F)c3)no2)CC1	-29%
COc1ccc(Cl)cc1NC(=O)C[C@H]1NC(=O)c2ccccc2NC1=O	-23%
Other entries follow.
SMILES	Pf Dd2 growth
CCOC(=O)Cn1c(=O)n(CC2CCCO2)c2nc(-c3ccc(OC)cc3OC)nc(C(N)=O)c21 (stereo not drawn)	-20%
COc1ccc2c(c1)c1c(c(=O)n(Cc3ccccc3)c(=O)n1Cc1cc(C)ccc1C)n2C	23%
O=C(NCc1c[nH]c2ncccc12)c1cncc(Br)c1	?
COc1c(C)cnc(Cn2c(-c3ccccc3)nc(C)c(CCO)c2=O)c1C	-6%
O=C(Cn1nc2c(cc1=O)CCCC2)N1CCN(c2ccc(Cl)cc2)CC1	2%
CCCOc1ccc(C(=O)N(Cc2ccc(Cl)cc2)Cc2ccco2)cc1	9%
OCc1cc(CC2(NCc3ccccc3O)COC2)no1	12%[44.1 µM]
COC(=O)CNC(=O)c1cc(-c2ccc(Cl)cc2Cl)nc2c1cnn2C	5%
CS(=O)(=O)CC[C@@H](C(=O)NCCc1ccccc1)N1Cc2ccccc2C1=O	10%
CCOC(=O)CNC(=O)N1CCN(c2nnc(C)c3c(C)n(-c4ccc(Cl)cc4)nc23)CC1	67%[activator]
O=C1[C@H]2CN(Cc3cccc(Cl)c3F)C[C@H]2C(=O)N1Cc1ccc2c(c1)OCO2	16%
CCn1c(CN2CCN(c3cccc(Cl)c3)CC2)nc2c1c(=O)[nH]c(=O)n2C	-13%
O=C(C1CC(=O)N(C2CC2)C1)N1CCC(Oc2cccnc2)CC1 (stereo not drawn)	22%
Cc1cc(C)c(NC(=O)CSc2nncn3c2cc2oc(C)cc23)c(C)c1	221%[activator][5.79 µM]
O=C1NCCOCCN(C(=O)Cc2cccc(F)c2)[C@H]2CCC[C@@H]12	40%[activator]
O=C(c1ccoc1)N1CCC(c2nc(C3CCOCC3)no2)C1 (stereo not drawn)	57%[activator]
COC(=O)N1CCc2nc(-c3ccc(Cl)cc3)nc(-c3ccccc3)c2C1	i
CC(=O)N1CCCc2cc(S(=O)(=O)N3CCCC(C(=O)NCc4ccccc4Cl)C3)ccc21 (stereo not drawn)	?
Cc1ccc2nc(-c3ccc(Cl)c(NC(=O)c4cccc([N+](=O)[O-])c4C)c3)oc2c1	28%
CSc1cccc(NC(=O)Cn2nc(C)c3sc4ccccc4c3c2=O)c1	7%
CCOCCCNC(=O)N1CCN(S(=O)(=O)c2ccc3c(ccn3C)c2)CC1	11%
COC[C@H]1CCCN1C(=O)C(C)[C@@H]1CC[C@@]2(C)CC[C@H](NC(C)=O)[C@@H](C)[C@@H]2[C@H]1O (stereo partly drawn)	i
O=C(N[C@@H]1C[C@H](Cn2cc(-c3cccnc3)nn2)[C@@H](O)[C@H]1O)c1ccccc1	-17%
O=C(N1C[C@@H](CO)[C@H](c2ccccn2)C1)C1(c2ccccc2)CCCC1	?
Cc1noc(C)c1[S+](=O)([O-])N1CCC(c2nnc3n2C(C(=O)O)CC3)CC1 (stereo not drawn)	0%

Reprinted at random: two records from the list.
SMILES	Pf Dd2 growth
COc1cc(NC(=O)c2nc3ccccc3nc2C)cc(OC)c1OC	i
CCOC(=O)Cn1c(=O)n(CC2CCCO2)c2nc(-c3ccc(OC)cc3OC)nc(C(N)=O)c21 (stereo not drawn)	-20%

Twelve structures from above, arranged by count of non-hydrogen atoms, lowest first:
SMILES	Pf Dd2 growth
O=C(NCc1c[nH]c2ncccc12)c1cncc(Br)c1	?
OCc1cc(CC2(NCc3ccccc3O)COC2)no1	12%[44.1 µM]
O=C(c1ccoc1)N1CCC(c2nc(C3CCOCC3)no2)C1 (stereo not drawn)	57%[activator]
O=C(C1CC(=O)N(C2CC2)C1)N1CCC(Oc2cccnc2)CC1 (stereo not drawn)	22%
O=C(N1C[C@@H](CO)[C@H](c2ccccn2)C1)C1(c2ccccc2)CCCC1	?
COC(=O)N1CCc2nc(-c3ccc(Cl)cc3)nc(-c3ccccc3)c2C1	i
COc1c(C)cnc(Cn2c(-c3ccccc3)nc(C)c(CCO)c2=O)c1C	-6%
COC[C@H]1CCCN1C(=O)C(C)[C@@H]1CC[C@@]2(C)CC[C@H](NC(C)=O)[C@@H](C)[C@@H]2[C@H]1O (stereo partly drawn)	i
Cc1ccc2nc(-c3ccc(Cl)c(NC(=O)c4cccc([N+](=O)[O-])c4C)c3)oc2c1	28%
CC(=O)N1CCCc2cc(S(=O)(=O)N3CCCC(C(=O)NCc4ccccc4Cl)C3)ccc21 (stereo not drawn)	?
COc1ccc2c(c1)c1c(c(=O)n(Cc3ccccc3)c(=O)n1Cc1cc(C)ccc1C)n2C	23%
CCOC(=O)Cn1c(=O)n(CC2CCCO2)c2nc(-c3ccc(OC)cc3OC)nc(C(N)=O)c21 (stereo not drawn)	-20%

Following part:
SMILES	Pf Dd2 growth
Cc1ccc(C)c(NC(=O)CSc2nnc(NC(=O)Nc3ccccc3)s2)c1	11%
C[C@@H]1CN(C(=O)C2CCS(=O)(=O)CC2)C[C@]1(C)O	2%
O=C(O)c1c(CNCc2cccc(F)c2)c2ccccc2n1Cc1ccccc1	-17%
Cc1ccc(CSCC(=O)N2CCN(c3ccccc3F)CC2)cc1	96%[activator]
CN(C)c1ccc(NC(=O)C2(c3cccs3)CCOCC2)cc1	-22%
COc1ccc(N2C(=O)CSC23CCN(C(=O)c2ccccc2Br)CC3)cc1	-9%
CC(=O)N1CCc2cc(CNC(=O)c3ccccc3Br)ccc21	37%[activator]
CCc1cccc(C)c1NC(=O)CCCN1C(=O)C(c2ccccc2)Oc2cccnc21 (stereo not drawn)	14%
COC[C@H]1CCCN1C(=O)C[C@@H]1C[C@H]2O[C@H](CNC(=O)N[C@@H](C)c3ccccc3)[C@@H](O)[C@H]2O1	-4%
Cn1nc(C(=O)N2CCCCCCNC(=O)[C@@H]3CCCC[C@@H]32)c2ccccc21	2.2µM*
CCOc1ccc(-c2cc(C(=O)NCCc3ccc(OC)c(OC)c3)[nH]n2)cc1	?
COc1ccc(CNC(=O)c2cnc3sc4cc(OC)ccc4n3c2=O)cc1	1%
CC(C)c1cnc2c(c1SCC(=O)Nc1cccc(F)c1)c(=O)n(C)c(=O)n2C	-22%
CCCc1nc(C(=O)N[C@@H]2CCOC[C@H]2Oc2ccccn2)cs1	-8%
COc1ccc(C(=O)N2CC(C(=O)NCCc3ccccc3)CC(c3ccccc3)C2)cc1OC (stereo not drawn)	?
O=C(C1CCCN(C2CCN(C3Cc4ccccc4C3)CC2)C1)N1CCCC1 (stereo not drawn)	-16%
COCCN1C(=O)c2ccccc2C(C(=O)Nc2ccc(NC(C)=O)cc2)C12CCCCC2 (stereo not drawn)	-19%
Cc1nc(CCNS(=O)(=O)c2ccc3c(c2)OCCO3)no1	1%
Cc1ccc(-c2noc([C@@H]3Cc4nc[nH]c4CN3CC3CCCCC3)n2)cc1	-13%[44.1 µM]
CSc1ncc(Cl)c(C(=O)N(Cc2ccc(C(C)C)cc2)C2CCS(=O)(=O)C2)n1 (stereo not drawn)	10%
COc1ccc(-n2nc3n(c2=O)CCN(C(=O)c2ccccc2OC)C3)cc1	7%
COc1ccc(NCc2cc3cc4c(cc3n(CC(=O)Nc3ccc(F)cc3)c2=O)OCCO4)cc1	10%
CSc1ccc(-c2ccc(C(=O)O)cc2)cc1	17%[44.1 µM]
O=C1CCN(C(=O)c2ccccc2)CCCC(C(=O)NCc2cccc(C(F)(F)F)c2)CCN1 (stereo not drawn)	-15%
CC(C)N1C[C@H](O)C[C@H]1c1nnc2n1CCN(C(=O)c1ccc3ncccc3c1)CC2	12%
Carrying on.
SMILES	Pf Dd2 growth
Cc1noc(C)c1S(=O)(=O)N(CC(=O)NCc1ccccc1Cl)c1ccc(C(C)C)cc1	?
COc1ccc2[nH]c3c(c2c1)CCNC31CCN(C(=O)C2CC=CC2)CC1	i
CC(C)CC(=O)NCC(c1ccc2c(c1)OCO2)N1CCN(c2ccccc2)CC1 (stereo not drawn)	?
COc1cc(NC(=O)CN2C(=O)C(c3ccc(C)cc3)=NC23CCCCC3)cc(OC)c1	21%
Fc1ccc(-c2noc3ncnc(NCCCN4CCN(c5ccccc5)CC4)c23)cc1	-23%
Cc1ccc2c(c1)N(S(=O)(=O)c1cc(-c3onc(C)c3C)ccc1C)CCO2	23%
CC(C)c1noc(-c2cn(C3CCN(C(=O)c4cccc(C(F)(F)F)c4)C3)nn2)n1 (stereo not drawn)	10µM*
Cc1cccc(NC(=O)c2cc(CN3CCOCC3)on2)c1C	-2%
CCCOc1ccccc1CCNC(=O)CC1C(=O)N(C)C(=O)N1C (stereo not drawn)	-14%
COC(=O)N1CCC(c2nn(-c3ccc(Cl)cc3)c(=O)[nH]2)CC1	?
Cc1ccc2nc(NC(=O)CSc3cc(C)[nH]c(=O)n3)sc2c1	0%
C(=C\c1ccccc1)/CN1CCN(c2ncncn2)CC1	-9%
CN(C)C[C@@H]1CN(C)C[C@H]1NC(=O)c1cc(F)ccc1F	17%
Cc1ccc(CNC(=O)c2cc3c(N(C)Cc4ccccc4)nc(C)cn3n2)cc1	i
O=[S+]([O-])(Nc1nncs1)c1ccc2c(c1)OCCN(Cc1nccs1)C2	i
CCCCS(=O)(=O)N1CCc2nc(N3CCc4ccccc4C3)[nH]c(=O)c2CC1	38%[5.79 µM]
Cc1cc2nc3n(c(=O)c2n1CC(=O)NC1CCc2ccccc21)CCCCC3 (stereo not drawn)	-23%
O=C(NCCS(=O)(=O)N1CCN(c2ccccc2F)CC1)c1cc(=O)c2ccccc2o1	i
CCN(Cc1cnn(CC)c1)C(=O)c1ccc(N2CC3CC(C2)[C@H]2CCCC(=O)N2C3)nc1 (stereo partly drawn)	13%
CCN1CCCC12Cc1ccccc1CN(C(C)=O)C2 (stereo not drawn)	?
COc1ccc(CCC(=O)N2CCCCCCNC(=O)[C@@H]3C[C@@H](c4nc(C(C)C)no4)C[C@@H]32)cc1	?
Cc1cn2nnc(C(=O)NCc3ccc(OC(C)C)cc3)c2c(=O)[nH]1	?
COc1ccc(C(=O)N2CCC(c3nc(-c4ccc(S(=O)(=O)N5CCCC5)cc4)no3)CC2)cc1	?
O=C1CCN(S(=O)(=O)c2ccc3c(c2)CCC3)CCCC(c2nc(-c3cnccn3)no2)CCN1 (stereo not drawn)	?
CC(C)CNC(=O)C(NC(=O)c1ccccc1Cl)C1CCN(C(=O)c2ccc(Cl)cc2)CC1 (stereo not drawn)	i
Additional records follow:
SMILES	Pf Dd2 growth
COc1ccc(N2CCN(C(=O)CN3CCSc4ccccc43)CC2)cc1	7%
Cc1ccc(C2Cn3cnc(C(=O)N4CCC(C(=O)NCCC(C)C)CC4)c3CO2)cc1 (stereo not drawn)	4%
O=C(CCn1cncn1)N1CCC(c2nccn2Cc2cccnc2)CC1	-12%
CS(=O)(=O)N1CCCC2(Cc3ccccc3CN2S(=O)(=O)c2ccccc2)C1 (stereo not drawn)	-22%
CN(C)c1cccc(Oc2nnnn2[C@H]2CO[C@H]3[C@@H]2OC[C@@H]3NC(=O)CC2(CC(=O)O)CCCC2)c1	26%
Cn1cc(CC(=O)N2CCCCC(N)C2)c2ccccc21 (stereo not drawn)	-4%
O=C(Nc1ccc2nc3n(c(=O)c2c1)CCCCC3)c1cccc(C(F)(F)F)c1	?
CC(=O)N1CCC2(CC1)CC(Cc1ccccc1)CCO2 (stereo not drawn)	8%
CC[C@H]1CN(Cc2ccncc2)CC[C@H]1CC(=O)N1CCC(C(=O)OC)CC1	8%[44.1 µM]
O=C(CSc1nc2nccnc2c(=O)n1CCc1c[nH]c2ccccc12)Nc1ccccc1	?

Only part of the results is shown; the hit share may differ from the screen's.
